TbREL1 inh: TbREL1 inhibition, primary screen; TbREL1 RNA ligation, FRET fluorescence; inhibition, % at 9.66 µM; 89,000 compounds, 0.49% hits; AID 1117264;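 active = inhibition above the mean inhibition across all screened compounds plus 3 SD, cut at about 11% in these data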;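 also: 0% = plate median of test wells and 100% = NSC42067 control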
Target sequence (P86926 whole entry, looked up): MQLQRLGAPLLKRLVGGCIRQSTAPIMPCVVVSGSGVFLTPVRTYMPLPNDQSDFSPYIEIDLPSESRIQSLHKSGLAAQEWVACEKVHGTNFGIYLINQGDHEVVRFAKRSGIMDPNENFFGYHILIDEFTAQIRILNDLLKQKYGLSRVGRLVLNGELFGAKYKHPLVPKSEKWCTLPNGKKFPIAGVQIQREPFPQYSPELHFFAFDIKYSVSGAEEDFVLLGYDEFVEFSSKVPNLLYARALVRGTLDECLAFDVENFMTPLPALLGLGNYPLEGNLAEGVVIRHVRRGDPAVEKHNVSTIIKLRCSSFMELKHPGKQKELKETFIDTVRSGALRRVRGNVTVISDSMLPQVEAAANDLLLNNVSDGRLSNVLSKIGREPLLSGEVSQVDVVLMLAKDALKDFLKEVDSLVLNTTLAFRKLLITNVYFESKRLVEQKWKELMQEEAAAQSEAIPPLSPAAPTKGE
* = called active by the depositor; & = joins results of further samples.

TbREL1 inh	mol
-1	COc1ccc2c(CN3CCN(c4ccccc4OC)CC3)cc(=O)oc2c1
2	Cc1ccc(S(=O)(=O)N(C)c2ccc(C(=O)Nc3ccc(C)cn3)cc2)cc1
-3	COc1ccc(S(=O)(=O)NN(C)C)cc1N(C)S(=O)(=O)c1ccc(Cl)cc1
-4	Cc1ccc(C2c3c(oc4cc(C)c(C)cc4c3=O)C(=O)N2CCCN2CCOCC2)cc1 (stereo not given)
2	Cc1ccc(-c2nnn(CC(=O)N(c3ccccc3)C(C(=O)NC3CCCC3)c3ccncc3)n2)o1 (stereo not given)
2	O=C(NCc1cccnc1)C1CCN(S(=O)(=O)c2cccnc2)CC1
1	CN(C)CCNc1nc(-c2ccco2)c2c(c1C#N)CC(C)(C)OC2
4	CSc1ccccc1C(=O)Nc1cc2c(cc1C(=O)O)OCCCO2
-5	COc1ccc(C(C(=O)NC2CCCC2)N2CCc3ccccc32)cc1 (stereo not given)
1	Cc1ccc2c(Cl)c(C(=O)NCCCN3CCOCC3)sc2c1
3	COc1cc(/C=N/NC(=O)c2ccc(CSc3nc4ccccc4[nH]3)cc2)ccc1O
-3	O=C1O[C@@H](c2ccccc2)C[C@@H](O)[C@H](O)CCCCc2ccccc21
-1	COc1ccccc1CN1CC(C(=O)NC2(c3ccccc3)CC2)CCC1=O (stereo not given)
4	COc1ccc(/C(O)=C2/C(=O)C(=O)N(CCN(C)C)C2c2ccc(C)cc2)cc1Cl (stereo not given)
0	CC1=CS/C(=C(/C#N)C(=O)N2CCCCC2)N1c1ccccc1
0	CN(C(=O)c1cccc(NC(=O)Cc2ccc(NC(=O)C3CCCN(C(=O)C4CCCCC4)C3)cc2)c1)C1CC1 (stereo not given)
1	CCCCCCN(C(=O)CCCCCN1C(=O)NC(c2ccc(-c3ccccc3)cc2)C(C(=O)OCc2ccccc2)=C1C)C(C)C(=O)NCCCC (stereo not given)
2	Cc1cc(C)nc(SCc2nc3nc(C)cc(C)n3c2Br)n1
2	COc1ccc(N=C(C)C2=C(O)c3ccccc3C2=O)cc1
-1	Cc1ccc(S(=O)(=O)NCC(=O)N(CC(=O)NCc2ccco2)C2CCCC2)cc1
3	O=C(Nc1ccc(Cl)cn1)c1cc2c(s1)-c1ccccc1OC2
0	O=C(CCSCCc1ccccn1)Nc1c(F)cc(F)cc1Br
-2	CCn1c(N)c(C(=O)N2CCOCC2)sc1=S
5	COc1ccc(CNCCNC(=O)c2cccs2)cc1OC
-4	C=CCOC(=O)C1=C[C@@H](c2ccc3c(c2)OCO3)C[C@@H](OCc2ccc(CO)cc2)O1

A second format for part of the listing above:
SMILES	TbREL1 inh
Cc1ccc(S(=O)(=O)NCC(=O)N(CC(=O)NCc2ccco2)C2CCCC2)cc1	-1
O=C1O[C@@H](c2ccccc2)C[C@@H](O)[C@H](O)CCCCc2ccccc21	-3

Reprinted at random: 2 compounds from above
TbREL1 inh	mol
0	CC1=CS/C(=C(/C#N)C(=O)N2CCCCC2)N1c1ccccc1
-1	COc1ccc2c(CN3CCN(c4ccccc4OC)CC3)cc(=O)oc2c1

Back to the main list with the six entries that preceded the break.
TbREL1 inh	mol
-1	Cc1ccc(S(=O)(=O)NCC(=O)N(CC(=O)NCc2ccco2)C2CCCC2)cc1
3	O=C(Nc1ccc(Cl)cn1)c1cc2c(s1)-c1ccccc1OC2
0	O=C(CCSCCc1ccccn1)Nc1c(F)cc(F)cc1Br
-2	CCn1c(N)c(C(=O)N2CCOCC2)sc1=S
5	COc1ccc(CNCCNC(=O)c2cccs2)cc1OC
-4	C=CCOC(=O)C1=C[C@@H](c2ccc3c(c2)OCO3)C[C@@H](OCc2ccc(CO)cc2)O1
0	CN1CCN(C(=O)N2c3ccccc3C=Cc3ccccc32)CC1
1	O=c1oc2ccccc2n1CSC1=NCCS1
1	COC(=O)[C@]12C[C@H](CC(=O)NCCC(C)C)C(=O)N(Cc3ccco3)C1=C[C@H](C1CCCC1)O[C@@H]2C
2	O=S(=O)(O)c1nc2ccccc2n1Cc1ccccc1
-1	C=CCn1c(CCNC(=O)c2ccccc2F)nnc1SCC(=O)Nc1nc(C)cs1
9	CCCCC(=O)Nc1ccc(C(=O)NNC(=O)c2ccc(C)c(Br)c2)cc1
-3	C=CCOc1cccc(C2/C(=C(/O)c3ccc(C)cc3)C(=O)C(=O)N2CCN2CCOCC2)c1 (stereo not given)
-2	O=S(=O)(NNc1ncc(C(F)(F)F)cc1Cl)c1ccc(F)cc1F
6	CC[C@@]1(C(=O)OC)N[C@H](CN(C)C(=O)COC)[C@@H]2C(=O)N(C)C(=O)[C@@H]21
-2	NC(=O)c1ccc(NC(=O)CCC(=O)N2CCN(S(=O)(=O)c3ccc(Cl)cc3)CC2)cc1
-1	Cc1csc(=O)n1CCC(=O)OCC(=O)Nc1ccc(F)c(F)c1F
1	O=Cc1ccccc1-n1cccn1
-1	O=C(CCC(=O)c1cccs1)Nc1ccccc1F
-1	CCNc1nc(NC(C)C)nc(OCCOC(=O)c2ccccc2)n1
1	Cc1sc(NC(=O)/C=C/c2ccc(C(C)C)cc2)c(C#N)c1C
6	O=C(c1ccoc1)N1CCN(c2cc(-c3ccco3)nc3cc(-c4ccco4)nn23)CC1
0	CCCCn1c(N)c(N(CCOC)C(=O)C(C)Oc2ccc(Cl)cc2)c(=O)[nH]c1=O (stereo not given)
1	N#CCOC(=O)c1sccc1-n1cccc1
-3	CCOc1cccc2cc(C(=O)Oc3ccc(OC)cc3)c(=O)oc12
5	O=C(N/C=C\c1ccccc1)NCc1ccc(Cl)cc1Cl
0	C=CCSc1nc2ccccc2c(=O)[nH]1
-8	COc1ccc(N2CCN(CCCNC(=O)CCc3ccc(F)cc3)CC2)cc1
-1	CC(Nc1nc(N2CCN(S(C)(=O)=O)CC2)nc2ccccc12)c1ccccc1 (stereo not given)
-4	Cc1cc(S(=O)(=O)N(Cc2ccc3c(c2)OCO3)CC2CCCO2)ccc1-n1cnnn1 (stereo not given)
4	O=C(Nc1nccs1)c1sc2cc(Cl)ccc2c1Cl
-1	Cc1noc(C)c1CSCC(=O)Nc1cc(S(=O)(=O)N2CCCCC2)ccc1OC(C)C
-2	CN(c1ccc(NC(=O)Cc2cn(C)c3ccccc23)cc1)c1ccccn1
5	COc1ccccc1C1CC(c2ccc(F)cc2)Nc2ncnn21 (stereo not given)
0	CCN(CC)C(=O)C1CCCN(Cc2ccc(F)c(F)c2)C1 (stereo not given)
3	Fc1ccccc1N1CCN(C(c2cccs2)c2nnnn2CCc2ccccc2)CC1 (stereo not given)
-1	CCOC(=O)C1CCCN(C(=O)C2CCN(S(=O)(=O)c3ccc(Cl)c(C(F)(F)F)c3)CC2)C1 (stereo not given)
2	COc1ccc(C(=O)NCCS(=O)(=O)NCC2CCCO2)cc1 (stereo not given)
-3	CS(=O)(=O)c1nc(-c2ccc(Br)cc2)cs1
0	NS(=O)(=O)c1ccc(NC(=O)C2Cc3ccccc3CN2C(=O)c2ccco2)cc1 (stereo not given)
1	COc1ccc(C(=O)NCCS(=O)(=O)N2CCc3ccccc3C2)c(OC)c1
1	COCC(=O)N(Cc1ccccc1)c1ccccn1
1	CN(C)S(=O)(=O)N1CCN(c2ccc(Cl)cc2)CC1
-1	CN(C(=O)c1ccc(NC(=O)C2CCCN(C(=O)OC(C)(C)C)C2)cc1)C1CCC1 (stereo not given)
2	CC(=O)Nc1ccc(CN2C(=O)C(C)ON=C2c2ccccc2-c2ccco2)cc1 (stereo not given)
0	CCCn1nc(C(=O)OCc2nc(N)nc(Nc3ccccc3C)n2)c2ccccc2c1=O
2	COc1ccc(-n2c(SCC(=O)Nc3ccc4c(c3)OCO4)nc3sc4c(c3c2=O)CCCC4)cc1
-3	Cc1ccn2c(NC3CCCC3)c(-c3ccsc3)nc2c1
-5	CCCc1cc(Nc2ccccc2)n2ncnc2n1
1	CC(C)NC(=O)Cn1cc(C#N)c2cc(Br)ccc21
3	ON(Cc1c(F)cccc1Cl)Cc1c(F)cccc1Cl
2	CCc1ccc(NC(=O)Cn2ncc3c4ccccc4n(C)c3c2=O)cc1
7	CC(=O)OCCNc1cc(N2CCN(C)CC2)c2noc3c2c1C(=O)c1ccccc1-3
-1	CC1(C)S[C@@H]2[C@H](NC(=O)COc3ccccc3)C(=O)N2C1C(=O)OCc1ccccc1 (stereo not given in full)
-1	Cc1cc(C)n2c(NC3CCCCC3)c(CC(C)C)nc2n1
1	O=C(NCc1ccccc1Cl)C1=CC=CN2CCS(=O)(=O)N=C12

(cont.)
TbREL1 inh	mol
-1	COc1ccc(S(=O)(=O)N2CCN(C(=O)CCC3CCCC3)CC2)cc1
-3	CCOC(=O)C1=C(O)C(Nc2nccs2)(C(F)(F)F)N=C1C (stereo not given)
0	CC1CC1c1ccc(/C=C(\C#N)C(=O)Nc2ccc(Cl)cc2Cl)o1 (stereo not given)
-5	CCOC1=C2[C@@H](CN(S(=O)(=O)c3ccc(C)cc3)[C@H]2c2ccccc2Cl)[C@H]2C(=O)N(C)C(=O)[C@H]2C1
-2	CCN(CC)c1ccc(C=Nn2c(C)nnc2C)cc1
1	O=C(Nc1ccccc1)C1CCOC1=O (stereo not given)
0	CCCCn1c(=O)c(-c2ccccc2)c(O)c2ccccc21
-3	O=C(Cc1ccc(S(=O)(=O)N2CCOCC2)s1)N1CCN(S(=O)(=O)c2ccccc2[N+](=O)[O-])CC1
5	CCCCn1c(=O)c2c(O)cc(=O)oc2c2ccccc21
-4	CCOC(=O)c1[nH]c2c(c1C)C(=O)CC(c1ccc(OC)c(OC)c1)C2 (stereo not given)
2	CNc1ccc(C(=O)OCC(=O)NCc2ccc3c(c2)OCO3)cc1[N+](=O)[O-]
0	CN(C(=O)c1ccc(S(=O)(=O)c2cccc(Cl)c2)c([N+](=O)[O-])c1)C1CCCCC1
4	C=CCN(c1ccccc1OC)S(=O)(=O)c1cccc(C(=O)NCc2ccco2)c1
-3	CN1C(=O)CON=C1c1cccc2ccccc12
-6	CCOc1ccc(NC(=O)CN2CCCN(c3ccc(OC)cc3)CC2)cc1
-1	O=C(NCCc1ccccn1)c1cc(C(=O)C2CCCCC2)c[nH]1
-1	COc1cccc(CC(=O)NNC(=O)CN(C)S(=O)(=O)c2ccc(C)cc2)c1
1	Oc1ccc(-c2csc(Nc3cccc4ccccc34)n2)cc1O
2	CCN(Cc1ccncc1)S(=O)(=O)c1ccc(C(C)=O)cc1
-2	CCc1nnc(NS(=O)(=O)c2ccc(NC(=O)c3ccc(C#N)cc3)cc2)s1
2	COc1ccc2cc(S(=O)(=O)NC3CC(C)(C)NC(C)(C)C3)ccc2c1
-2	CN(CC(=O)N1CCCc2c1c(=O)oc1ccc(O)cc21)Cc1ccccc1
2	COc1cc(NC(=O)COc2ccccc2[N+](=O)[O-])ccc1NC(=O)c1cccs1
6	CC(=O)Nc1ccc(C(=O)OCC(=O)NCc2cccs2)cc1
-1	O=C(Nc1cccc(-c2cn3c(n2)SCC3)c1)c1ccc(Br)o1

Copied from above (2 entries):
TbREL1 inh	mol
3	COc1cc(/C=N/NC(=O)c2ccc(CSc3nc4ccccc4[nH]3)cc2)ccc1O
-3	O=C1O[C@@H](c2ccccc2)C[C@@H](O)[C@H](O)CCCCc2ccccc21

Other entries:
TbREL1 inh	mol
-1	Cc1cccc(-c2nnc(SCC(=O)c3ccc(O)cc3O)n2C)c1
-3	Cc1ccc(Cl)c(OCC(=O)Nc2ccc(S(=O)(=O)NC3=NCCCCC3)cc2)c1
-1	CC1CCN(S(=O)(=O)c2cccc3cccnc23)CC1
-3	CCc1cccc2cc3c(N)c(C(=O)Nc4ccc(S(=O)(=O)N5CCCC5)cc4)sc3nc12
0	CC(CC(=O)Nc1cc(S(=O)(=O)N2CCOCC2)ccc1OCC(F)(F)F)c1ccccc1 (stereo not given)
7	Cn1ccc(-c2ccccc2)n1
7	Cc1cc(NC(=O)COc2cccc3cccnc23)no1
6	Cn1c(=O)[nH]c(=O)c2c1nc(Br)n2CCOc1ccccc1
-1&-4	CCCCNc1c(-c2ccc(OC)c(SC3CCCCC3)c2)nc2ccc(C)cn12
5	Cc1nc2c3ccccc3[nH]c(=O)n2n1
3	COc1ccccc1N(CC(=O)NCCSc1ccccn1)S(=O)(=O)c1ccccc1
-2	COc1ccccc1NC(=O)c1ccc2c(c1)N(CC(=O)NC(C)(C)C)C(=O)C(C)(C)O2
-4	O=C(O)c1cccc(Cn2c(Cl)c(/C=N/NC(=O)c3cc4ccccc4cc3O)sc2=O)c1
-1	CCOc1ccc(C(=O)NCc2ccccc2)cc1Br
1	C=CCN(c1ccccc1)S(=O)(=O)c1cc(C(=O)NC2=NCCS2)ccc1Cl
-2	CCCCS(=O)(=O)/C=C\C1C2C=CC(C2)C1S(=O)(=O)CCCC (stereo not given)
3	CCCn1c(N)c(C(=O)CSc2nncs2)c(=O)[nH]c1=O
-2	CCOC(=O)COc1ccc(S(=O)(=O)N2CCN(c3ccc(F)cc3)CC2)cc1
0	Cn1nc(-c2ccc(C(=O)NC3CCCCC3)cc2)c2ccccc2c1=O
2	Cc1ccc(S(=O)(=O)N(C)CCCC(=O)n2nc(C)cc2C)cc1
-8	COc1cccc(NC(=O)c2ccc[n+](C)c2)c1
1	CNc1nc(C)c(C#N)c(-c2ccccc2)c1C(C)=O
-1	CCOC(=O)C1(Cc2ccccc2)CCN(Cc2ccccc2[N+](=O)[O-])CC1
3	CC(=O)c1sc(NC(=O)c2ccc(Cl)cc2)nc1C
1	O=[N+]([O-])c1cc(C(F)(F)F)ccc1NCCc1c[nH]c2ccccc12
-3	COC(=O)[C@]12CCCCC=C1N(Cc1ccc(Cl)cc1Cl)C(=O)[C@H](CC(=O)N1CCSCC1)C2
0	CN(C)c1nc(C(=O)OCCO)nc(N(C)C)n1
-1	COCCCn1c(SCc2cccc(C(F)(F)F)c2)nc2cc(OC)c(OC)cc2c1=N
1	COc1ccc(C=O)cc1-c1cc(C(C)=O)c2n(c1=O)CCC2
-1	CC[C@]12c3[nH]c4cc(CCC(=O)N(C)C)ccc4c3CCN1C(=O)[C@@H](CC(=O)NCC13CC4CC(CC(C4)C1)C3)C[C@@H]2C(=O)N1CCN(C(=O)c2ccco2)CC1

Not all compounds are listed; rates above refer to the full screens.
